Compound activity from PubChem.
ERK AVP inh – inhibitors of vasopressin-stimulated ERK signaling pathway | AID 995 | 72,000 compounds, 0.99% hits | HEK293-V1b, vasopressin-stimulated pERK AlphaScreen | Potency, µM (doses to about 57.5 µM), without a hit: top-dose activity, negative = inhibition, most hits filed as inhibitors; also: potency is read from the fitted curve at half-maximal effect; % is scaled to controls: 0 for no effect and ±100 for the full control effect; nearly all actives have a fitted effect of over 55% in size
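HEK293 cells stably expressing V1b receptor, seeded overnight in 1% FBS, were treated with compounds for 30 min at 37C, then stimulated 5 min with 25 nM vasopressin; phospho-ERK read by AlphaScreen SureFire after lysis.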
Fluorescein autfl – compound autofluorescence in fluorescein spectral region; Compound autofluorescence, 480/540 nm, fluorescein-equivalent; active compounds read high; max fluorescein-equivalent concentration, M; 59,000 compounds, 0.91% hits; in the data active = max fluorescein-equivalent concentration above about 10 nM; inconclusive = between about 1.1 nM and that limit
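Compounds (23 nL) in 100 mM Tris pH 8.0, 15 min at room temperature, then fluorescence read at 480 nm excitation/540 nm emission. Signal converted to fluorescein-equivalent concentration from an on-plate fluorescein standard curve.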
Texas Red fluor – Texas Red region autofluorescence. Compound fluorescence, Texas Red channel, 547/618 nm; active compounds read high. max dye-equivalent concentration, M. 59,000 compounds, 0.06% hits. AID 587; in the data active = max dye-equivalent concentration above about 10 nM; inconclusive = between about 1.1 nM and that limit
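Texas Red-region profiling: compounds in 100 mM Tris pH 8.0 were read at 547/618 nm after 15 min at room temperature. Intensities were normalized against a six-point Texas Red standard series to give dye-equivalent concentration.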
Luciferase inh – firefly luciferase inhibition; 72,000 compounds, 2.2% hits; purified firefly luciferase, luminescence, 8 min; Potency, µM (top dose mostly 57.1 µM), without a hit: at the highest dose activity change, negative = inhibition, usual class: inhibitors; also: potency is read from the fitted curve at half-maximal effect; % is scaled to controls: 0 for no effect and ±100 for the full control effect; nearly all actives have a fitted effect of over 40% in size
Target sequence (P08659 whole entry, looked up): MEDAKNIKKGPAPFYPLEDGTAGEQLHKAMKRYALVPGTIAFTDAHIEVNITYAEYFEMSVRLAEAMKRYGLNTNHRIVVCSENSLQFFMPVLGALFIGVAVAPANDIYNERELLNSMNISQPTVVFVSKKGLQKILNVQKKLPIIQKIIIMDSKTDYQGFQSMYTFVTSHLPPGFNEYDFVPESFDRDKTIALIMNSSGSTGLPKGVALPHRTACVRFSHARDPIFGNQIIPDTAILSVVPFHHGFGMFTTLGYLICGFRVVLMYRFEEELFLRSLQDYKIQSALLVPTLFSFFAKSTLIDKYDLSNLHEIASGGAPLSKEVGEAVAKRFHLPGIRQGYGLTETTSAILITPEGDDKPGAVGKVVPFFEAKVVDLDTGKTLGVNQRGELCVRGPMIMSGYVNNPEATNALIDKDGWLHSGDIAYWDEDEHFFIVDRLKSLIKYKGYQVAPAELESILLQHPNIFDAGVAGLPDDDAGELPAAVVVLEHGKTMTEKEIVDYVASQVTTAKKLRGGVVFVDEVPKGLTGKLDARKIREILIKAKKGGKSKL
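Compounds were tested as concentration series (qHTS) against purified P. pyralis luciferase with luciferin and 10 uM ATP in 50 mM imidazole pH 7.2, 50 mM KCl, 7 mM MgCl2, 0.01% Tween 20, 0.05% BSA. Luminescence was read after 8 min at ambient temperature.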
Tau filament bind – binders of human tau filaments. P10636. recombinant tau filaments, thioflavin S fluorescence, 15 h; filaments grown with octadecylsulfate alongside compound. Potency, µM (doses to about 57.1 µM), for inactives: top-dose activity change, negative = inhibition. 71,000 compounds, 2% hits. AID 596;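 also: potency is read from the fitted curve at half-maximal effect; % is scaled to controls: 0 for no effect and ±100 for the full control effect; actives lower thioflavin S fluorescence by blocking filaments or displacing dye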
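Read-out: ThS fluorescence, 450 nm excitation/510 nm emission; lower signal marks blocked filament formation or displaced dye. Tau at 1 uM with 30 uM ODS, 10 uM ThS, 5 mM DTT, 100 mM NaCl, 10 mM HEPES pH 7.4; 15 h, 37 C.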
Caspase-7 inhib – blocks human caspase-7 allosterically or competitively; AID 889; 75,000 compounds, 0.02% hits; recombinant caspase-7, Ac-DEVD-AFC fluorescence rate; Potency, µM (top dose mostly 57.5 µM), for the others: at the highest dose activity change, negative = inhibition, hits mostly inhibitors; P55210; active = well fitted inhibition curve with a large enough effect in the main read-out, with a control signal flat, not every such curve was filed as active; inconclusive = small, poorly fitted or top-dose-only effect, or a change in a side signal; also: potency is read from the fitted curve at half-maximal effect; % of control where 0% means no effect
HADH2 inhib – HADH2 (human) dehydrogenase inhibition. Potency, µM (highest dose often 57.1 µM), inactives show top-dose activity change, negative = inhibition, hits mostly inhibitors. AID 886. Q99714. recombinant HADH2, NADH fluorescence, beta-hydroxybutyryl-CoA. 73,000 compounds, 3.4% hits; also: potency is read from the fitted curve at half-maximal effect; % is scaled to controls: 0 for no effect and ±100 for the full control effect; nearly all actives have a fitted effect of over 60% in size; many of its hits are not listed in these tables
Target sequence (Q99714 whole entry, looked up, one chain of several): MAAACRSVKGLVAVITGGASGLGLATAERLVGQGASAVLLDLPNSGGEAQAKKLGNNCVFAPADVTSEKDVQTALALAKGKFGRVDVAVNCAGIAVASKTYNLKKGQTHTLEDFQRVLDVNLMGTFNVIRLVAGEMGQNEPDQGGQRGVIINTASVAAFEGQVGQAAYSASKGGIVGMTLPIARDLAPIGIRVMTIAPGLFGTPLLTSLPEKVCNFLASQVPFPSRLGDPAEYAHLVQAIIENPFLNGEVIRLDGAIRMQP
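Buffer 100 mM Tris-HCl pH 9.0/0.01% Tween-20; HADH2 20 nM; NAD+ 1 mM; beta-hydroxybutyryl-CoA 90 uM (all final). 15 min cpd preincubation, RT.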
Caspase-1 inhib – blocks human caspase-1 allosterically or competitively. Caspase-1 enzyme, Ac-WEHD-AFC fluorogenic rate. Potency, µM (highest dose often 57.5 µM), without a hit: at the highest dose activity change, negative = inhibition, most hits filed as inhibitors. 75,000 compounds, 0.03% hits;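 also: potency is read from the fitted curve at half-maximal effect; plate controls were vehicle for no effect and no substrate for full effect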
Target sequence (P29466 120-297 limits assumed): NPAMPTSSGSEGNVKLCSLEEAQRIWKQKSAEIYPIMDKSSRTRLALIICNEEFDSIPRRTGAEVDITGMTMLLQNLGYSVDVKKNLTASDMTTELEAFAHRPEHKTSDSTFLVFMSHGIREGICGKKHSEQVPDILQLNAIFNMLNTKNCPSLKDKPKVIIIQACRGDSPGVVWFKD
Target sequence (P29466 317-404 limits assumed): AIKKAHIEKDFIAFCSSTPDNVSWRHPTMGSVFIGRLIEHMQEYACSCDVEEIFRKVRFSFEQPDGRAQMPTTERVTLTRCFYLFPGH
HEK293 cAMP cs – raises cAMP in parental HEK293 cells, TSHR agonist counter-screen | Potency, µM (highest dose often 57.1 µM), for the others: at the highest dose activation, hits mostly activators | 73,000 compounds, 2.5% hits | parental HEK293 CNG cAMP sensor, membrane potential fluorescence; also: potency is read from the fitted curve at half-maximal effect; % of control where 0% means no effect; nearly all actives have a fitted effect of over 55% in size
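Parental HEK 293 cells stably expressing a cAMP-gated CNG channel were loaded with membrane potential dye containing 100 uM RO 20-1724 for 60 min. Compound added for 30 min; depolarization read as fluorescence intensity at 590 nm.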
Rhodamine fluor – compound fluoresces in the rhodamine spectral region | max dye-equivalent concentration, M | 59,000 compounds, 0.05% hits | Rhodamine-region fluorescence, 547/598 nm, Tris buffer; active compounds read high; in the data active = max dye-equivalent concentration above about 11 nM; inconclusive = between about 1.1 nM and that limit
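Intensities are converted to rhodamine-equivalent concentration using a six-point rhodamine standard on each plate. Compounds sit 15 min at room temperature in 100 mM Tris buffer, pH 8.0; read uses the 547/598 nm excitation/emission pair.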
USP2a inhib – inhibitors of human ubiquitin-specific protease USP2a; O75604; 60,000 compounds, 0.1% hits; AID 927; USP2a enzymatic assay, qHTS inhibition; Potency, µM (series often up to 38.3 µM), inactives show at the top dose activity change, negative = inhibition, hits mostly inhibitors;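 also: potency is read from the fitted curve at half-maximal effect; nearly all actives have a fitted effect of over 60% in size; plate controls were DMSO for no effect and NEM full inhibition control for full effect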
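Coupled readout: USP2-cleaved Ub-PLA2 (20nM final) turns over NBD C6-HPC (20uM final), Ex 460nm/Em 535nm after 2.5 h, time-zero read flagging artifacts. Enzyme (20nM final, pH 8.0 Tris) given 30 min RT with compound first; NEM defines full inhibition.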
An asterisk follows results filed as active; [ ] = remark or other dose. Unless noted, calls follow the shape of the dose curve; as a rule, active = well fitted curve in the direction sought with a large enough effect; inconclusive = small, poorly fitted or top-dose-only effect, or another doubt; inactive = no such curve, though single readings can be large; an effect the other way counts as inactive or inconclusive.

For O=C(CSc1nnc(Cc2cccs2)n1C1CCCCC1)N1CCN(C(=O)c2ccco2)CC1 the results were ERK AVP inh -18%, Fluorescein autfl inconclusive, Texas Red fluor inactive, Luciferase inh 1%, Tau filament bind -16%, Caspase-7 inhib -2%, HADH2 inhib 12%, Caspase-1 inhib -7%, HEK293 cAMP cs 9%, Rhodamine fluor inactive and USP2a inhib 13%.
`COc1cc2c(cc1OC)C(c1cccc(OC)c1OC)CC(=O)N2` (configuration not stated) gave ERK AVP inh -20%, Fluorescein autfl inconclusive, Texas Red fluor inactive, Luciferase inh 0%, Tau filament bind 6%, Caspase-7 inhib 1%, HADH2 inhib -4%, Caspase-1 inhib -2%, HEK293 cAMP cs -3%, Rhodamine fluor inactive and USP2a inhib -10%.
C=CCOC(=O)C1=C(C)NC(=O)NC1c1ccc(OC(=O)c2ccco2)c(OC)c1 (configuration not stated) was read as ERK AVP inh -27%, Luciferase inh 1%, Tau filament bind 4%, Caspase-7 inhib 0%, HADH2 inhib -4%, Caspase-1 inhib -1%, HEK293 cAMP cs 6% and USP2a inhib 19%.
COc1ccc(CNc2nc3nc(C)cc(C)n3n2)cc1OC was read as ERK AVP inh -5%, Fluorescein autfl inconclusive, Texas Red fluor inconclusive, Luciferase inh 3%, Tau filament bind 2%, Caspase-7 inhib -1%, HADH2 inhib 10%, Caspase-1 inhib 0%, HEK293 cAMP cs -3%, Rhodamine fluor inactive and USP2a inhib 5%.
For CCOC(=O)c1c(N)sc2c1CCS(=O)(=O)C2 the results were ERK AVP inh 6%, Fluorescein autfl inconclusive, Texas Red fluor inactive, Luciferase inh 0%, Tau filament bind 18%, Caspase-7 inhib -2%, HADH2 inhib 25µM*, Caspase-1 inhib -2%, HEK293 cAMP cs -2%, Rhodamine fluor inactive and USP2a inhib -10%.
Screening CCN(Cc1ccccc1)Cc1cc(OC)cc(OC)c1 returned ERK AVP inh 33%[activator], Luciferase inh -1%, Tau filament bind -10%[11.4 µM], Caspase-7 inhib 1%, HADH2 inhib -4%[11.4 µM], Caspase-1 inhib -1%, HEK293 cAMP cs 5µM* and USP2a inhib -1%[7.66 µM].
CCN(CC)CC(=O)N(CC(=O)Nc1c(C)cc(C)cc1C)C1CCCCC1 was read as ERK AVP inh -5%, Fluorescein autfl inactive, Texas Red fluor inactive, Luciferase inh 4%, Tau filament bind -10%, Caspase-7 inhib 3%, HADH2 inhib 9%, Caspase-1 inhib 0%, HEK293 cAMP cs 13% and Rhodamine fluor inactive.
For CSc1nnc(-c2ccccc2)n1C the results were ERK AVP inh -11%, Fluorescein autfl inactive, Texas Red fluor inactive, Luciferase inh 3%, Tau filament bind -4%, Caspase-7 inhib 2%, HADH2 inhib 2%, Caspase-1 inhib 0%, HEK293 cAMP cs 11% and Rhodamine fluor inactive.
Screening CCCCCCCCCCCCCCCC(=O)NC(C)C returned ERK AVP inh 41%[activator], Luciferase inh -1%, Tau filament bind inconclusive, Caspase-7 inhib 1%, HADH2 inhib 26%, Caspase-1 inhib -1% and HEK293 cAMP cs 10%.
Screening CCn1nc(C(=O)OCC(=O)c2cc(C)n(Cc3cccs3)c2C)c2ccccc2c1=O returned ERK AVP inh 16%, Fluorescein autfl inconclusive, Texas Red fluor inactive, Luciferase inh -17%, Tau filament bind 37%, Caspase-7 inhib 5%, HADH2 inhib 55%[activator], Caspase-1 inhib -3%, HEK293 cAMP cs inconclusive, Rhodamine fluor inactive and USP2a inhib 24%.
Cc1noc(C)c1-c1cc(NC2CC2)ncn1 was read as ERK AVP inh -5%, Fluorescein autfl inactive, Texas Red fluor inactive, Luciferase inh 3%[2.29 µM], Tau filament bind 4%, Caspase-7 inhib 0%, HADH2 inhib 25µM*, Caspase-1 inhib 1%, HEK293 cAMP cs -5%, Rhodamine fluor inactive and USP2a inhib -19%.
Screening NC(=O)c1ccc(-c2ccc(Br)cc2)o1 returned ERK AVP inh -22%, Fluorescein autfl inactive, Texas Red fluor inactive, Luciferase inh -24%, Tau filament bind -14%, Caspase-7 inhib -2%, HADH2 inhib 30%, Caspase-1 inhib -3%, HEK293 cAMP cs -2%, Rhodamine fluor inactive and USP2a inhib 3%.
Screening CCOC(=O)N1CCN(C(=O)c2ccc(C)c(S(=O)(=O)Nc3cccc(C)c3C)c2)CC1 returned ERK AVP inh -19%, Fluorescein autfl inactive, Texas Red fluor inconclusive, Luciferase inh 1%, Tau filament bind -6%, Caspase-7 inhib 4%, HADH2 inhib 3%, Caspase-1 inhib 0%, HEK293 cAMP cs 17%, Rhodamine fluor inactive and USP2a inhib 16%.
O=S(=O)(c1cccc2nsnc12)N1CCCC1 was read as ERK AVP inh -24%, Fluorescein autfl inactive, Texas Red fluor inactive, Luciferase inh 1%, Tau filament bind -10%, Caspase-7 inhib 0%, HADH2 inhib -7%, Caspase-1 inhib -1%, HEK293 cAMP cs 7%, Rhodamine fluor inactive and USP2a inhib 6%.
CC(=O)Nc1nc(-c2ccc(Cl)cc2)nc(C)c1C(C)=O was read as ERK AVP inh -11%, Luciferase inh 3%, Tau filament bind -10%[11.4 µM], Caspase-7 inhib 0%, HADH2 inhib 4%[11.4 µM], Caspase-1 inhib -4%, HEK293 cAMP cs -2%[11.4 µM] and USP2a inhib 11%[7.66 µM].
Screening O=C(COC(=O)COc1ccc(Nc2ccccc2)cc1)NCc1ccco1 returned ERK AVP inh 31%[activator], Fluorescein autfl inconclusive, Texas Red fluor inactive, Luciferase inh -6%, Tau filament bind -28%, Caspase-7 inhib -7%, HADH2 inhib -6%, Caspase-1 inhib -1%, HEK293 cAMP cs -4%, Rhodamine fluor inactive and USP2a inhib 22%.
CCOc1ccc(C2Oc3nc(SC)nnc3-c3ccccc3N2C(C)=O)cc1OC (configuration not stated) was read as ERK AVP inh -12%, Luciferase inh 3%, Tau filament bind -3%, Caspase-7 inhib -3%, HADH2 inhib 0%, Caspase-1 inhib -5% and HEK293 cAMP cs -3%.
Screening CCCC(C)C1C(C#N)=C(N)Oc2cc(C)oc(=O)c21 (configuration not stated) returned ERK AVP inh -4%, Fluorescein autfl inconclusive, Texas Red fluor inactive, Luciferase inh 2%, Tau filament bind 6%, Caspase-7 inhib -2%, HADH2 inhib -9%, Caspase-1 inhib 1%, HEK293 cAMP cs -2%, Rhodamine fluor inactive and USP2a inhib 2%.
CCOC(=O)N1CCN(Cc2nc3c(c(=O)n(C)c(=O)n3C)n2Cc2cc(C)ccc2C)CC1 was read as ERK AVP inh 6%, Fluorescein autfl inconclusive, Texas Red fluor inactive, Luciferase inh 2%, Tau filament bind 6%, Caspase-7 inhib 0%, HADH2 inhib -2%, Caspase-1 inhib -6%, HEK293 cAMP cs 10%, Rhodamine fluor inactive and USP2a inhib 0%.
`C=CCNC(=O)C1CCN(S(=O)(=O)c2ccccc2)CC1` gave ERK AVP inh 17%, Fluorescein autfl inactive, Texas Red fluor inactive, Luciferase inh 1%, Tau filament bind -4%, Caspase-7 inhib 3%, HADH2 inhib 4%, Caspase-1 inhib 2%, HEK293 cAMP cs 6%, Rhodamine fluor inactive and USP2a inhib 0%.
CC1CCCCC1NC(=O)C1CCN(S(=O)(=O)N2CCOCC2)CC1 (configuration not stated) was read as ERK AVP inh 6%, Fluorescein autfl inactive, Texas Red fluor inactive, Luciferase inh -1%, Tau filament bind -8%, Caspase-7 inhib 0%, HADH2 inhib -3%, Caspase-1 inhib 0%, HEK293 cAMP cs 5%, Rhodamine fluor inactive and USP2a inhib 5%.
Screening Cc1cc(NC(=O)COC(=O)C2CCN(S(=O)(=O)c3ccc(Cl)cc3)CC2)no1 returned ERK AVP inh -15%, Fluorescein autfl inconclusive, Texas Red fluor inactive, Luciferase inh 1%, Tau filament bind 4%, Caspase-7 inhib -1%, HADH2 inhib 8%, Caspase-1 inhib 2%, HEK293 cAMP cs -5%, Rhodamine fluor inactive and USP2a inhib 4%.
`C=CCN(CC=C)S(=O)(=O)c1ncn[nH]1` gave ERK AVP inh 0%, Fluorescein autfl inactive, Texas Red fluor inactive, Luciferase inh 3%, Tau filament bind 0%, Caspase-7 inhib 0%, HADH2 inhib -3%, Caspase-1 inhib 1%, HEK293 cAMP cs 3%, Rhodamine fluor inactive and USP2a inhib -13%.
COC(=O)CSc1nnc(CNC(=O)c2cccs2)n1-c1cc(OC)ccc1OC was read as ERK AVP inh -12%, Fluorescein autfl inconclusive, Texas Red fluor inactive, Luciferase inh 3%, Tau filament bind 3%, Caspase-7 inhib -1%, HADH2 inhib 7%, Caspase-1 inhib 2%, HEK293 cAMP cs 4%, Rhodamine fluor inactive and USP2a inhib -4%.
Screening COc1ccc(CCNC(=O)C2CCCN2C(=O)NC2CCCCC2)cc1OC (configuration not stated) returned ERK AVP inh -11%, Fluorescein autfl inactive, Texas Red fluor inactive, Luciferase inh 1%, Tau filament bind 3%, Caspase-7 inhib 2%, HADH2 inhib -2%, Caspase-1 inhib -2%, HEK293 cAMP cs 16%, Rhodamine fluor inactive and USP2a inhib 3%.

A portion of the library; count on the stated rates, not on these rows.
